SUMO HTRF inh = inhibitors of in vitro SUMOylation cascade, primary screen, biochemical, HTRF, uHTS; SUMO-conjugating enzyme UBC9 (Homo sapiens), P63279; HTRF SUMOylation assay, SAE1/SAE2 + UBC9; inhibition, % at 35 µM; actives 0.36% (n = 290,000); in the data active = inhibition above about 50%, passing the limit was not always enough; also: strong numbers were not always called active
VIM-2 inh = VIM-2 metallo-beta-lactamase inhibitors, primary screen, biochemical, epi-absorbance readout, Pseudomonas aeruginosa enzyme. inhibition, % at 5.6 µM. AID 1527, 2009. actives 0.89% (n = 290,000). purified VIM-2, nitrocefin hydrolysis, epi-absorbance fluorescence;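 active = inhibition above the mean of all tested compounds plus 3 SD, cutoff set per screening run, cut at about 7.5% in these data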;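 also: red hydrolysis product quenches plate fluorescence so inhibitors raise well fluorescence; 0% = enzyme with DMSO and 100% = DMSO without enzyme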
HCV NS3 hel inh = inhibitors of HCV NS3 helicase, primary screen, biochemical, Cy5 molecular beacon fluorescence; Hepatitis C virus NS3 helicase; NS3 helicase DNA unwinding; inhibition, % at 10.9 µM; actives 0.56% (n = 290,000);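 active = inhibition above the mean of all tested compounds plus 3 SD, set per campaign, cut at about 35% in these data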;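 also: 0% = DMSO wells and 100% = thioflavine S control wells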
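test system = hepatitis C virus NS3 helicase domain fragment enzyme | reagent = annealed dual-labelled DNA beacon duplex, ATP-started | times = 1 h at 25 °C | detection = Cy5 fluorescence, 0 and 60 min reads | read-out basis = percent inhibition from t60/t0 fluorescence ratio | control set = DMSO and thioflavine S | replication = one well per compound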
CRFR2-BP antag = antagonists of CRF-BP/CRF-R2 complex, primary screen, cell-based, HEK293, calcium dye fluorescence, uHTS; CRF-induced calcium fluorescence; actives 0.59% (n = 350,000); AID 588475, 2011; inhibition, % at 11.8 µM;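 active = inhibition of the ligand-induced calcium signal above about 50% at the single tested concentration, limit read from the data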
IDE cell inh = human IDE inhibitors in live cells, primary screen, fluorescence polarization, HEK cells, FAbetaB substrate; inhibition, % at 5.59 µM; AID 434962, 2010; FAbetaB cleavage; actives 0.41% (n = 320,000); Insulin-degrading enzyme (Homo sapiens), P14735;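 active = percent inhibition above the average of all tested compounds plus 3 SD, set per screening campaign, cut at about 16% in these data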;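 also: IDE supplied by intact live HEK cells; FP after avidin binding of uncleaved biotin substrate so inhibition keeps polarization high; 0% = DMSO wells and 100% = 60 µM reference IDE inhibitor Ii1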
Target sequence (P14735 whole entry, looked up): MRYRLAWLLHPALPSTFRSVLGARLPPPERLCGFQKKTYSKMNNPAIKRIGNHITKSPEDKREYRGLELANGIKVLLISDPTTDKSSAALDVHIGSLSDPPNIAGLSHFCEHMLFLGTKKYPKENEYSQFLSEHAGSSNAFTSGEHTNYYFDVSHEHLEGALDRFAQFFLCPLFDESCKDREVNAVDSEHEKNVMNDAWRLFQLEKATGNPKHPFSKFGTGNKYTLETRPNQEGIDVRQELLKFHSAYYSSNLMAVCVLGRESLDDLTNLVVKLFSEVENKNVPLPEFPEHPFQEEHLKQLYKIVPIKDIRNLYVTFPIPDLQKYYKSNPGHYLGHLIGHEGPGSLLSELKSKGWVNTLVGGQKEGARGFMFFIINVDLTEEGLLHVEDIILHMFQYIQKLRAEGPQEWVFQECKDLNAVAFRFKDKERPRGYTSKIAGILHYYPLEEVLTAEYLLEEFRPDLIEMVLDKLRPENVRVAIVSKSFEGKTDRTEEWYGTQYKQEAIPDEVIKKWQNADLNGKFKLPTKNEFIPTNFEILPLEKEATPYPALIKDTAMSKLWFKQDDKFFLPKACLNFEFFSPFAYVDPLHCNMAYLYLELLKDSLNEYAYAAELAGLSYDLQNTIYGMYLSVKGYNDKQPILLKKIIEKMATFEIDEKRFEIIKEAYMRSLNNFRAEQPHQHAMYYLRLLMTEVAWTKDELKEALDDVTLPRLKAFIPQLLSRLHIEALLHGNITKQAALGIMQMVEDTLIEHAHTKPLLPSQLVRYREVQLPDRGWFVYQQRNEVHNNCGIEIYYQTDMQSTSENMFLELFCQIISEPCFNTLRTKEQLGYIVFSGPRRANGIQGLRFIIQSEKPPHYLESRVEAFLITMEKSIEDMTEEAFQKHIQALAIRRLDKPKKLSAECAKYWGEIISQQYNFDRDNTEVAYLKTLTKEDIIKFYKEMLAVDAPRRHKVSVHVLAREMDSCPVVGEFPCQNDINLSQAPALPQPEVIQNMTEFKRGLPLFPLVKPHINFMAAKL
GalR3 antagonist = GalR3 antagonists in HEK293 cells, primary screen, cell-based, fluorescence readout; actives 0.44% (n = 360,000); inhibition, % at 3 µM; Galanin receptor type 3 (Homo sapiens), O60755; HEK293 GalR3-CNG cAMP membrane potential fluorescence; galR3 body fused to GalR1 C-terminus;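 active = inhibition above the screen-wide average plus 3 SD, cut at about 13% in these data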;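 also: forskolin and galanin both at EC90 stimulate the cells; cAMP rise reported by CNG channel membrane potential dye signal; 0% = forskolin plus galanin with DMSO and 100% = forskolin alone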
p-CIP stab down = p/CIP-EGFP fusion destabilizers, primary screen, fluorescence, F442A cells | Q05BA5 | 16 h | decrease of EGFP signal, % at 10 µM | actives 0.01% (n = 290,000) | AID 1984, 2009;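 active = EGFP signal decrease of at least 30% at 10 µM or well 3 SD below plate mean, unless failing retest; inactive = the rest, including hits failing retest or dose response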; also: some compounds called inactive have numbers as strong as hits; many of its hits are not listed in these tables
IDE act = human IDE activators in live cells, primary screen, fluorescence polarization, HEK cells, FAbeta-B substrate. FAbeta-B cleavage; 0% vehicle, 100% cell-free pure enzyme wells. activation, % at 5.96 µM. actives 0.073% (n = 340,000). AID 493087, 2011. Insulin-degrading enzyme (Homo sapiens), P14735;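 active = activation above the mean of all tested compounds plus 3 SD, set per screening campaign, cut at about 17% in these data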
IMP-1 inh = IMP-1 metallo-beta-lactamase inhibitors, primary screen, biochemical, epi-absorbance readout, Pseudomonas aeruginosa enzyme. metallo-beta-lactamase IMP-1 (Pseudomonas aeruginosa). purified IMP-1, nitrocefin hydrolysis, epi-absorbance fluorescence. inhibition, % at 5.6 µM. actives 0.45% (n = 290,000). AID 1556, 2009;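 active = inhibition above the mean plus 3 SD of all compounds in the same screening run, cut at about 4.5% in these data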;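 also: 0% = IMP-1 with DMSO and 100% = DMSO wells lacking enzyme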
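Material – recombinant IMP-1 enzyme, purified · Amount – IMP-1 0.2 nM before substrate addition · Medium – HEPES buffer pH 7.1 with ZnSO4 and Brij 35 · Timing – 25 °C, 15 min preincubation, 25 min reaction · Measured by – plate fluorescence quenching by hydrolysis product, ex 480/em 530 nm · Read-out – percent enzyme inhibition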
* = called active by the depositor; . = no result given.

SMILES | SUMO HTRF inh | VIM-2 inh | HCV NS3 hel inh | CRFR2-BP antag | IDE cell inh | GalR3 antagonist | p-CIP stab down | IDE act | IMP-1 inh
CC1(C)COC(c2ccc(F)c([N+](=O)[O-])c2)=N1 | -6 | -2.5 | -22 | 23 | 4 | 0 | 1 | 4 | -0.7
COCCCNC(=O)CCc1c(C)nc2c(c(C)nn2-c2ccccc2)c1C | 5 | -0.5 | 9 | 0 | . | -12 | 13 | 1 | -0.1
C/C(=C\C(=O)O)C(=O)Nc1nccs1 | 8 | -2.0 | 4 | 0 | 0 | -1 | 0 | 1 | 0.2
O=C(O)c1ccc(N/N=C/c2cn(Cc3ccc(F)cc3)c3ccccc23)cc1 | 29 | -2.3 | 19 | -11 | 1 | 9 | -10 | 9 | -0.7
O=C(CSc1ccc2ccccc2c1)N1CCN(c2ccc(O)cc2)CC1 | 0 | 2.6 | -8 | 10 | -7 | -1 | 2 | 4 | -4.8
O=C(COC(=O)/C=C/c1ccco1)NCCc1ccccc1 | 5 | -0.7 | -2 | 8 | 1 | -3 | -5 | 7 | -2.1
CC(=O)Nc1ccc(S(=O)(=O)N/N=C/c2ccc(C)s2)cc1 | -11 | -0.8 | -6 | -9 | -2 | -5 | -8 | 1 | -4.4
O=C(NC1CCN(C(=S)Nc2ccc(Cl)cc2)CC1)c1ccco1 | 6 | -1.6 | 2 | 2 | 0 | -9 | -10 | 3 | -1.2
Cc1nnc2c3ccccc3c(-c3ccc(O)cc3)nn12 | 9 | 10* | -9 | 1 | 2 | 2 | 0 | 2 | -3.8
O=C(C1CCCN(S(=O)(=O)Cc2ccccc2)C1)N1CCCCC1 (stereo unspecified) | 16 | -2.8 | 4 | 7 | 0 | -1 | -8 | 4 | -2.7
CCCn1c(C)cc(C(=O)COc2ccc(-c3nnco3)cc2)c1C | -18 | -2.9 | 1 | -5 | -4 | -3 | 2 | 2 | -3.7
CC(=O)Nc1c(O)nc(SCc2ccccc2C#N)[nH]c1=O | -12 | -3.2 | -8 | -3 | 2 | -3 | 5 | 1 | -1.8
CCC(C)NC(=O)C1CCN(S(=O)(=O)c2cccc3nonc23)CC1 (stereo unspecified) | 12 | -2.4 | 10 | 15 | 9 | -6 | 0 | -1 | -6.0
Cc1ccc(S(=O)(=O)CCC(=O)Nc2cccc(Cl)c2)cc1 | -2 | -1.9 | 3 | -8 | -3 | -8 | -1 | 1 | -2.5
CC(=O)N1CCOc2ccc(S(=O)(=O)NCc3ccc(Cl)cc3)cc21 | -5 | 0.0 | -3 | -16 | 1 | -8 | -8 | 3 | -2.4
Cc1cc(Cl)ccc1OCCCC(=O)N1CCCc2ccccc21 | 2 | -3.6 | 3 | -3 | 4 | -8 | 0 | 3 | -2.7
CCC1(c2ccccc2)NC(=O)N(CC(=O)NC2(C#N)CCCCC2)C1=O (stereo unspecified) | . | . | . | -1 | -5 | -1 | . | 0 | .
Cc1cc2cc(CNC(=O)c3ccc(S(=O)(=O)N(C)C)cc3)ccc2n1C | -36 | -4.0 | -12 | 16 | 0 | . | -25 | -9 | -1.7
Cc1ccsc1/C=N/NC(=O)C(=O)NCC(C)C | 9 | -0.3 | -14 | 6 | 3 | -6 | -14 | 0 | -1.8
Cc1cc(C(=O)N2CCN(C/C=C/c3ccccc3)CC2)no1 | -9 | -0.3 | -3 | -1 | 8 | -4 | -64 | 1 | -0.9
COC(=O)c1cnn(-c2ccccc2)c1/C=N/NC(=S)Nc1ccccc1 | 12 | -2.4 | -2 | -24 | 4 | -1 | -16 | . | -2.8
COC(=O)c1cccc(NC(=O)Cc2nc(-c3ccccc3)sc2-c2ccc(C)cc2)c1 | -145 | -1.7 | 1 | -8 | 5 | -1 | 1 | 6 | -2.3
Cn1c2ccccc2c2ncn(CCN3CCOCC3)c(=O)c21 | 25 | 5.7 | 5 | 11 | 4 | -2 | -8 | 4 | -5.4
COc1cc(OC)cc(C(=O)N[C@H](C(=O)OCC(=O)Nc2ccc(C(C)C)cc2)C(C)C)c1 | -47 | -3.1 | -18 | -54 | 2 | -5 | -9 | -7 | -2.1
Cc1ccc(S(=O)(=O)CC(=O)Nc2nnc(C(C)(C)C)s2)cc1 | 2 | -2.2 | 8 | -1 | 1 | -7 | -5 | 5 | -2.1

Limited to IMP-1 inh, GalR3 antagonist and IDE cell inh, for three of the compounds above:
SMILES	IMP-1 inh	GalR3 antagonist	IDE cell inh
CC(=O)Nc1c(O)nc(SCc2ccccc2C#N)[nH]c1=O	-1.8	-3	2
COCCCNC(=O)CCc1c(C)nc2c(c(C)nn2-c2ccccc2)c1C	-0.1	-12	.
COc1cc(OC)cc(C(=O)N[C@H](C(=O)OCC(=O)Nc2ccc(C(C)C)cc2)C(C)C)c1	-2.1	-5	2

Marked active in VIM-2 inh (from the list above):
SMILES | SUMO HTRF inh | VIM-2 inh | HCV NS3 hel inh | CRFR2-BP antag | IDE cell inh | GalR3 antagonist | p-CIP stab down | IDE act | IMP-1 inh
Cc1nnc2c3ccccc3c(-c3ccc(O)cc3)nn12 | 9 | 10* | -9 | 1 | 2 | 2 | 0 | 2 | -3.8

(listing goes on)
SMILES | SUMO HTRF inh | VIM-2 inh | HCV NS3 hel inh | CRFR2-BP antag | IDE cell inh | GalR3 antagonist | p-CIP stab down | IDE act | IMP-1 inh
CCn1c(COc2ccccc2)nnc1SCC(=O)Nc1cc(C)ccc1OC | 27 | -0.4 | -11 | 3 | -1 | -1 | -3 | 3 | -3.2
CN1C[C@H](C(=O)NC2(C)OC3(O)[C@@H]4CCCN4C(=O)[C@H](Cc4ccccc4)N3C2=O)CC2c3cccc4[nH]cc(c34)C[C@H]21 (stereo partly specified) | . | . | . | -20 | 3 | -6 | . | -2 | .
CC(C)Nc1nc(Cl)nc(NN(C)c2nc(N(C)C)nc(N(C)C)n2)n1 | 12 | -5.2 | 11 | -9 | -3 | -3 | -16 | 2 | -4.0
O=C(NCc1n[nH]c(=S)n1-c1ccccc1)c1ccc(S(=O)(=O)N2CCOCC2)cc1 | 17 | -0.9 | 3 | 8 | 3 | 0 | -18 | 7 | -3.4
CCOc1ncccc1C(=O)OCC(=O)NCc1ccccc1 | . | . | . | -1 | -5 | -6 | . | 4 | .
C=C(C)CNC(=O)C1CCC(=O)N(CCCc2ccccc2)C1 (stereo unspecified) | . | -1.9 | 8 | -11 | 6 | -1 | . | -4 | -1.1
O=C(c1ccc(Oc2ccccc2)cc1)c1nc2c(n1O)CCCC2 | 22 | 1.3 | -5 | -17 | 1 | -2 | -8 | 2 | -0.9
CC(=O)Nc1nonc1-c1nc2ccccc2n1CCC(C)C | 25 | -2.2 | 0 | 9 | 7 | -1 | -18 | -4 | -5.6
O=C(Cn1cnc2ccccc2c1=O)OCCCCN1C(=O)c2ccccc2C1=O | 7 | -2.0 | 7 | 4 | 2 | -3 | -8 | 4 | -4.5
CC1CC(=O)N(CC(=O)Nc2ccccc2F)c2ccccc2S1(=O)=O (stereo unspecified) | 12 | -1.5 | -2 | -3 | 1 | -11 | -5 | 2 | -1.5
Cc1ccc(NC(=O)Cn2c(=O)c(C)nc3ccccc32)cc1 | 4 | -3.4 | -13 | 6 | 3 | -5 | 16 | 2 | -2.9
Cn1c(=O)cc(SCC(=O)N2CCN(c3ccccc3)CC2)c2ccccc21 | 1 | -0.7 | 4 | -23 | 11 | -5 | 3 | 1 | -2.5
O=C(NCc1ccco1)C1CCN(c2nc3ccccc3n2Cc2ccc(F)cc2)CC1 | -4 | 0.8 | 7 | 6 | 4 | 2 | -7 | 7 | -2.9
Cc1c(C(=O)N2CCOCC2)sc(NC(=O)Cc2ccccc2)c1C#N | 15 | -3.1 | 0 | 1 | -7 | -4 | 6 | 4 | -3.7
O=C(c1ccc(COc2ccccc2Br)o1)N1CCN(c2ccccn2)CC1 | -4 | -0.9 | -16 | 40 | 0 | -3 | -10 | 2 | -1.7
COc1cccc(NC(=O)CCC2CCN(C(=O)Cc3cccc(F)c3)CC2)c1 | 16 | -0.7 | -4 | -4 | 2 | 0 | -4 | 3 | -1.5
CCCCN(CC)C(=S)Nc1ccc2nc(N3CCN(C)CC3)cc(C)c2c1 | 11 | -0.3 | -31 | -7 | 1 | -7 | 1 | -3 | -2.8
Cc1ccc(S(=O)(=O)N2CC(=O)Nc3ccccc32)cc1C | 12 | -3.2 | 7 | -16 | -3 | -4 | -7 | 3 | -3.8
CCOC(=O)C1=C(C)NC(=O)NC1c1ccc(C)o1 (stereo unspecified) | 5 | -3.3 | 4 | 1 | -2 | 7 | 4 | 6 | -2.4
COCCCNCCCCOc1ccccc1-c1ccccc1 | 17 | 0.9 | -12 | 3 | 2 | -11 | 6 | -1 | -0.5
CC(=O)C1=C(C)OC(N)=C(C#N)C1c1cc2cccc(C)c2nc1Cl (stereo unspecified) | 15 | -1.2 | 2 | 6 | 4 | 2 | -1 | 1 | -4.2
Cc1ccc(OCC(=O)Nc2ccccc2C(N)=O)cc1 | 15 | -0.9 | 10 | -5 | -2 | -1 | -14 | 5 | -3.4
O=C(NNC(=O)c1ccccc1F)c1cccc(-n2cccc2)c1 | . | . | . | 12 | 3 | -6 | . | 2 | .
C[C@H](CO)N1C[C@H](C)[C@@H](CN(C)S(=O)(=O)c2ccccc2)Oc2c(NC(=O)c3ccncc3)cccc2C1=O | . | . | . | 0 | -1 | -3 | . | -10 | .
O=[N+]([O-])c1ccc(NC(=S)NCCc2ccc(Cl)cc2)cc1 | 1 | -0.8 | -9 | 28 | -3 | -6 | -4 | -1 | 0.7
CCc1ccccc1NC1c2ccccc2C(=O)N1Cc1ccco1 (stereo unspecified) | -8 | -4.7 | 13 | 8 | 2 | . | -7 | -3 | -3.7
CCOCCn1c(SCc2cccc(C)c2)nc2c1c(=O)[nH]c(=O)n2C | 15 | -3.0 | -1 | -3 | 1 | . | -8 | 3 | -4.4
COc1cc(OC)c(C(=O)OC(C)C(=O)NCc2ccc3c(c2)OCO3)cc1OC (stereo unspecified) | . | . | . | 2 | 5 | -3 | . | 5 | .
NS(=O)(=O)c1ccc(NC(=O)COC(=O)c2cc3ccccc3cc2O)cc1 | 14 | -2.3 | -2 | -5 | -3 | -3 | -2 | 3 | -2.2
COc1ccc(-c2csc3ncnc(Cl)c23)cc1 | 14 | 1.6 | 1 | 7 | 3 | 0 | -16 | 3 | -1.6
